USP2a inh – USP2a (human) protease inhibition | USP2 core, Ub-CHOP2 coupled fluorogenic reporter, 485/531 | Potency, µM (highest dose often 38.3 µM), for the others: at the highest dose activity change, negative = inhibition, usual class: inhibitors | actives 0.01% (n = 330,000);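 also: potency is read from the fitted curve at half-maximal effect; plate controls were DMSO wells for no effect and full inhibition by NEM control for full effect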
Target sequence (O75604 whole entry, looked up): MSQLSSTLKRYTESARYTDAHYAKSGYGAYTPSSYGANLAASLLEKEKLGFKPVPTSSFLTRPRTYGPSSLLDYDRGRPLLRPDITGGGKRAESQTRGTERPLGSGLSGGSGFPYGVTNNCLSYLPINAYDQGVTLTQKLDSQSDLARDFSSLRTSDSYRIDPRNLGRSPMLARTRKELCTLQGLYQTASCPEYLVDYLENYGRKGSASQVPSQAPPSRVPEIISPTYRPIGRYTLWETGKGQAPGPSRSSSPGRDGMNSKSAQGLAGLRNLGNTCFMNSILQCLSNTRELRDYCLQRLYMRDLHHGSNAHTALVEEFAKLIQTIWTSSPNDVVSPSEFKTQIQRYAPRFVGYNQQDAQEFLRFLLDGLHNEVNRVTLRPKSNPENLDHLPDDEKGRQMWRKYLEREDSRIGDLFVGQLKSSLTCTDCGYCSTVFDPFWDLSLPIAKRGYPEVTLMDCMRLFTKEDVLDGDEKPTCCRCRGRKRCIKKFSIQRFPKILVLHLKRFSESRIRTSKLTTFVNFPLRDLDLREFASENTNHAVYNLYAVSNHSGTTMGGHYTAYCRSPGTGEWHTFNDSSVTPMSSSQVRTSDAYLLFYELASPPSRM
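Cell-free coupled assay: 10nM USP2 core preincubated 30min RT with compound in Tris-HCl pH 8.0/CaCl2/CHAPS buffer, then 25nM Ub-CHOP2 and 25nM reporter substrate; fluorescence (Ex 485/Em 531) read after 60min RT, normalized to NEM inhibition, concentration-response curves fitted.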
PKM2 activator – increases activity of human pyruvate kinase M2; purified PKM2, Kinase-Glo ATP luminescence, activation; response scale: 0% is enzyme alone, no compound; Potency, µM (titrated, usually from 57.5 µM), inactives show at the top dose activation, usual class: activators; actives 0.34% (n = 260,000); also: potency is read from the fitted curve at half-maximal effect; % is scaled to controls: 0 for no effect and ±100 for the full control effect; nearly all actives have a fitted effect of over 55% in size
Target sequence (P14618 whole entry, looked up): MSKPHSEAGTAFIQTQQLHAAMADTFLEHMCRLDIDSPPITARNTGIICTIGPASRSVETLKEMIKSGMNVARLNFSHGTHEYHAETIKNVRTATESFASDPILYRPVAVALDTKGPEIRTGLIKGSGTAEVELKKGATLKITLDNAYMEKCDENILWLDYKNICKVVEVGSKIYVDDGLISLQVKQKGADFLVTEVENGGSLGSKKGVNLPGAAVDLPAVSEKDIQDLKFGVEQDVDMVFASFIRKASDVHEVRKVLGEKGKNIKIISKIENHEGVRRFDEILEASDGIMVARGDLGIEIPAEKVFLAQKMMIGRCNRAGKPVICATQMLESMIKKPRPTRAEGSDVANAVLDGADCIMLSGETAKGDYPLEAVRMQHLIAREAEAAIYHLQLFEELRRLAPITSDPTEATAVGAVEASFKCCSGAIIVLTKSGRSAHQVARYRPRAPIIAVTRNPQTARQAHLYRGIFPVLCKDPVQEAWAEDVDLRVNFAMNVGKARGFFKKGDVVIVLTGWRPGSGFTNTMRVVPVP
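hPK-M2, >95% pure; 0.1 mM ADP / 0.5 mM PEP final; imidazole pH7.2 buffer w/ 7 mM MgCl2, 50 mM KCl; 1 h RT; Kinase-Glo lum. Intermediate enzyme activity for dual inhibitor/activator qHTS.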
GALK inh – blocks human galactokinase activity; P51570; Potency, µM (titrated, usually from 57.5 µM), inactives show at the top dose activity change, negative = inhibition, actives largely listed as inhibitors; actives 0.007% (n = 270,000); Purified GALK, Kinase-Glo residual ATP luminescence; also: potency is read from the fitted curve at half-maximal effect; % is scaled to controls: 0 for no effect and ±100 for the full control effect
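5 nM enzyme, 35 uM ATP, 100 uM galactose, 20 mM HEPES pH8.0, 5 mM MgCl2; 1 h RT; residual ATP by Kinase-Glo Plus luminescence, qHTS format.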
KCNH2 3.1 block – blocks the human KCNH2 3.1 channel isoform; U2OS KCNH2 3.1, thallium flux FluxOr; stronger effect = lower value; activity change, % (tested at about 1.8 µM); actives 0.95% (n = 340,000);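 active = maximum activity change below -70%; inconclusive = maximum activity change from -70% to -50%; inactive = maximum activity change above -50%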;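 also: thallium influx rate constant from kinetic fluorescence after stimulation buffer; % is scaled to controls: 0 for no effect and ±100 for the full control effect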
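Steps: virus added to U2OS suspension (4 h, RT, dark); medium with 10% FBS added, cells plated, 37 C overnight; FluxOr/Red40 loading buffer 45 min RT; stimulation buffer, 2 min kinetic read; rate constant normalized.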
MLL CXXC-DNA inh – blocks binding of human MLL CXXC domain to DNA; Potency, µM (doses to about 115 µM), for the others: top-dose activity change, negative = inhibition, most hits filed as inhibitors; Q03164; MLL-CXXC / FITC-HOXA9 DNA fluorescence polarization; actives 0.037% (n = 290,000); AID 2662; active = well fitted inhibition curve with a large enough effect in the polarisation, with a control signal flat, not every such curve was filed as active; inconclusive = small, poorly fitted or top-dose-only effect, or effect the other way, or a change in a side signal; inactive = no such curve, though single readings can be large or run the other way; the % refers to the polarisation; also: potency is read from the fitted curve at half-maximal effect
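Steps: dispense CXXC domain solution (7 uM) → pin compounds or unlabeled HOX-A9 DNA control → 5 min ambient → add FLSN-HOX-A9 solution (50 nM) → spin → 30 min ambient → fluorescence polarization. Tris pH 7.5/NaCl/DTT/BSA buffer.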
B2AR arrestin – beta2AR (human) beta-arrestin recruitment activity; P07550; beta-arrestin recruitment to beta2AR, cell-based reporter; Potency, µM (top dose mostly 46.1 µM), for the others: at the highest dose activation, usual class: activators; actives 0.02% (n = 330,000); AID 492947;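 also: potency is read from the fitted curve at half-maximal effect; 0% = DMSO controls and full agonism = EC100 isoproterenol or metaproterenol; nearly all actives have a fitted effect of over 65% in size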
KCNH2 WT inh – blocks the wildtype human KCNH2 potassium channel | U2OS, BacMam KCNH2, thallium flux FluxOr; stronger effect = lower value | Q12809 | actives 0.37% (n = 340,000) | activity change, % at 1.84 µM;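 active = maximum activity change below -70%; inconclusive = maximum activity change between -70% and -50%; inactive = maximum activity change above -50%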; also: % is scaled to controls: 0 for no effect and ±100 for the full control effect
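U2OS cells were transduced with wild-type KCNH2 virus (2.03 x 10^8 / mL) for 4 h at room temperature, then cultured overnight at 37 C. Thallium flux was read with FluxOr dye. Rate constants were normalized to DMSO controls.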
Giardia kill – Giardia lamblia killing; Giardia lamblia trophozoite viability; actives 0.15% (n = 340,000); activity change, % at 7.66 µM, hits read low; in the data active = activity change below about -80%; inconclusive = between about -30% and that limit;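 also: parasites exposed to compound for two days anaerobically before the ATP read; % is scaled to controls: 0 for no effect and ±100 for the full control effect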
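Anaerobic 48 hrs incubation at 37 deg C of 100 trophozoites/well with test compounds; ATPLite 1-Step luminescence, 15-30 min RT, reports cellular ATP as viability.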
Menin MLL FP TR – displaces Texas Red mutant MLL peptide from human menin; Menin + Texas Red MLL mutant peptide, fluorescence polarization; AID 1768; Potency, µM (series often up to 61.6 µM), inactives show at the top dose FP activity change, negative = inhibition, most hits filed as inhibitors; actives 0.23% (n = 270,000); active = well fitted inhibition curve with a large enough effect in the polarisation, with a control signal flat, not every such curve was filed as active; inconclusive = small, poorly fitted or top-dose-only effect, or effect the other way, or a change in a side signal; inactive = no such curve, though single readings can be large or run the other way; the % refers to the polarisation; also: potency is read from the fitted curve at half-maximal effect; % of control where 0% means no effect; many of its hits are not listed in these tables
TRPV1 agonist – human TRPV1 agonism | TRPV1-expressing cells, Fluo-8 calcium influx, agonist mode | activation, % at 8.33 µM | actives 0.19% (n = 320,000) | AID 540275; in the data active = activation above about 80%; inconclusive = between about 30% and that limit; also: 0% is about no effect
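TRPV1-expressing cells were cultured overnight at 35.5C and loaded with Fluo-8 calcium dye for 40 to 90 min at room temperature. After a 10 s baseline, compound was added and calcium influx was read kinetically for 3 min (ex 480/em 520 nm).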
Coupling enz – inhibits coupling enzyme system, counter-screen for aldolase hits | coupling enzyme system counterscreen, AmpLite Red fluorescence | activity change, negative = inhibition, % at 58.2 µM, hits read low | actives 0.67% (n = 290,000); in the data active = activity change below about -30%; also: % is scaled to controls: 0 for no effect and ±100 for the full control effect
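Compounds tested against the coupling enzymes alone at 57.5 uM final; readout was AmpLite Red fluorescence (525/598 nm) after 20 min at RT.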
* = called active by the depositor; i = inactive; ? = inconclusive; . = not tested or not shown; [ ] = dose if it differs, or a comment. Unless noted, calls follow the shape of the dose curve; as a rule, active = well fitted curve in the direction sought with a large enough effect; inconclusive = small, poorly fitted or top-dose-only effect, or another doubt; inactive = no such curve, though single readings can be large; an effect the other way counts as inactive or inconclusive. The list is partial; the hit share may differ from the screen's.

#	canonical_smiles	USP2a inh	PKM2 activator	GALK inh	KCNH2 3.1 block	MLL CXXC-DNA inh	B2AR arrestin
1	COC(=O)[C@]1(Cc2ccccc2)N[C@H](CN(C)C(=O)c2ccc(C)cc2)[C@@H]2C(=O)N(Cc3ccccc3)C(=O)[C@@H]21	0%	.	.	-11	.	0.2%
2	CCOc1ccc(CN2CCN(C3CCSCC3)CC2CCO)cc1 (stereo unspecified)	0%	1%	3%	-84*	-8%	-0.7%
3	COCCNCCCCOc1ccc(C)cc1[N+](=O)[O-]	3%	-9%	.	9	-8%	-0.1%
4	O=C(NCCCCc1ccccc1)C1CC(c2ccccc2C(F)(F)F)=NO1 (stereo unspecified)	7%	3%	1%	7	3%	0.0%
5	O=C(NCCCN1CCOCC1)c1ccc2c(c1)N(Cc1cccc(Cl)c1)C(=O)CS2	-1%	3%	0%	-11	-10%	-0.4%
6	CCN(CC(=O)NCc1ccc(F)cc1)Cc1nc2cc(Cl)ccc2c(=O)[nH]1	1%	-17%	-3%	-6	14%	-0.1%
7	COc1ccc(Cn2nnnc2C(c2cccs2)N2CCCCCC2)cc1 (stereo unspecified)	-5%	-19%	-3%	-5	5%	0.4%
8	O=C(NCCOc1ccccc1F)c1cc(F)c(F)cc1Cl	5%	-11%	1%	-31	1%	0.1%
9	COc1ccc(NC(=O)C2C3C=CC(C3)C2C(=O)NCc2ccco2)cc1 (stereo unspecified)	1%	-3%	-2%	1	-2%	0.1%
10	CN(Cc1nc2ccccc2c(=O)[nH]1)C(=O)c1cccc(S(=O)(=O)N2CCCCCC2)c1	0%	.	.	11	.	-0.3%

#	KCNH2 WT inh	Giardia kill	Menin MLL FP TR	TRPV1 agonist	Coupling enz
1	11	-25	.	.	.
2	-12	-4	2%	5	1
3	20	4	-16%	4	0
4	5	16	.	-2	-2
5	19	22	-7%	16	0
6	3	0	17%	0	-10
7	-4	-4	-13%	24	-3
8	-1	2	-13%	2	0
9	22	-13	10%	-2	3
10	-11	2	.	0	.

More structures follow:
#	canonical_smiles	USP2a inh	PKM2 activator	GALK inh	KCNH2 3.1 block	MLL CXXC-DNA inh	B2AR arrestin
11	CCCCC(=O)Nc1cnc(NC(=O)c2cccs2)cc1C	3%	-9%	0%	21	-2%	-0.7%
12	COc1ccc(S(=O)(=O)CCC(=O)O)cc1	2%	-1%	1%	-13	1%	0.1%
13	CN=c1scc(-c2cccs2)n1/N=C/c1ccc(O)c(O)c1O	1%	14%	3%	.	-6%	0.1%
14	O=C(NCCc1ccccc1)c1cc(=O)c2ccccc2o1	10%	-9%	-1%	-6	-1%	-0.1%
15	CCOC(=O)c1c(NC(=O)COC(=O)Cc2n[nH]c(=O)c3ccccc23)sc(C(=O)NC)c1C	5%	.	.	-2	.	-0.1%
16	CCCCCCNc1cc(C)oc(=O)c1C(C)=O	-3%	-6%	.	16	1%	-1.3%
17	COc1ccc(NC(=O)CCC(=O)c2cccs2)cc1Cl	-8%	.	-1%	-1	-3%	-0.5%
18	COc1cc2c(cc1OC)C1=NC(=O)CN1C(SCc1ccccc1C)=N2	0%	-7%	-2%	-3	-4%	-0.5%
19	Cn1c(CSc2ncccn2)nnc1SCC(=O)N1CCCCC1	2%	0%	0%	-3	-21%	-3.5%
20	CCOC(=O)/C=C1/N(C)c2ccccc2C1(C)C	-1%	0%	7%	5	5%	-1.1%

#	KCNH2 WT inh	Giardia kill	Menin MLL FP TR	TRPV1 agonist	Coupling enz
11	-36	?	8%	-1	4
12	-5	7	6%	0	0
13	4	-92*	?	3	-16
14	i	-8	1%	?	2
15	-5	-9	.	.	.
16	-4	-16	-14%	12	0
17	2	-21	-18%	15	0
18	-5	-16	.	.	0
19	-20	0	1%	-1	1
20	8	-21	.	7	0

Following part.
#	canonical_smiles	USP2a inh	PKM2 activator	GALK inh	KCNH2 3.1 block	MLL CXXC-DNA inh	B2AR arrestin
21	Cc1ccc(N(CC(O)CN2CCOCC2)S(=O)(=O)c2ccc3ccccc3c2)cc1 (stereo unspecified)	2%	-9%	-1%	4	5%	-0.7%
22	CCc1ccccc1NC(=O)CN1CCN(C(=O)C2CCN(C(=O)/C=C/c3ccccc3)CC2)CC1	0%	.	.	?	.	0.5%
23	NS(=O)(=O)c1ccc(NC(=O)COC(=O)CN2C(=O)C3CC=CCC3C2=O)cc1 (stereo unspecified)	1%	.	.	-12	.	-0.1%
24	O=C(NCCC1CC1(Cl)Cl)Nc1ccccc1 (stereo unspecified)	2%	-8%	4%	-1	9%	-0.5%
25	Cc1ccccc1OCCC(=O)OCC(=O)N(C)c1c(N)n(Cc2ccccc2)c(=O)[nH]c1=O	-1%	1%	-2%	6	-2%	0.0%
26	NS(=O)(=O)c1ccc(CNC(=O)NC2(c3ccccc3)CC2)cc1	0%	3%	3%	-16	-5%	-0.6%
27	CC(=O)n1c(C=Nc2ccccc2)c(O)c2ccccc21	0%	-10%	2%	-5	15%	0.1%
28	COC(=O)c1ccc(NC(=S)NNC(=O)CC(C)C)cc1	4%	-11%	1%	11	-11%	-0.5%
29	CN(C)c1ccc(N=c2sc3ccccc3n2C)cc1	3%	13%	1%	-1	-3%	13%
30	Fc1cccc(F)c1/C=C/c1ccc2ccccc2n1	-2%	-29%	4%	-20	2%	-0.6%

#	KCNH2 WT inh	Giardia kill	Menin MLL FP TR	TRPV1 agonist	Coupling enz
21	3	-20	-7%	1	1
22	29	32[activator]	.	-3	.
23	-3	-27	.	0	.
24	-1	12	.	?	2
25	-5	4	-13%	1	2
26	2	-14	5%	0	2
27	-3	-1	1%	15	1
28	-9	-2	2%	5	9
29	0	14	0%	-1	4
30	0	-12	27%	16	0

Next part
#	canonical_smiles	USP2a inh	PKM2 activator	GALK inh	KCNH2 3.1 block	MLL CXXC-DNA inh	B2AR arrestin
31	O=C(CC1C(=O)NCCN1CC(c1ccccc1)c1ccccc1)NC1CC1 (stereo unspecified)	1%	0%	1%	-4	-11%	-0.3%
32	CN1CCN(C(=S)NC(=O)c2ccccc2Cl)CC1	3%	0%	-7%	10	41%[activator]	0.3%
33	CCCOC(=O)c1ccc(Oc2c(-c3ccc(OCC)cc3O)n[nH]c2C)cc1	-15%	2%	-4%	0	-6%	-0.2%
34	O=C1C(=O)c2ccc(-c3ccccc3)cc2-c2ccccc21	2%	-3%	?	2	1%	-0.3%
35	Cc1ccccc1N1CCN(c2ncnc3c2cnn3Cc2ccc(Cl)cc2)CC1	-4%	-1%	-3%	-14	6%	-0.2%
36	COc1ccc(/C=N/OCC(=O)NCC(C)C)c(OC)c1	2%	-8%	-1%	2	4%	-0.2%
37	O=C1C(Cl)=C(N2CCOCC2)C(=O)N1CCc1ccccc1	3%	-5%	1%	-2	20%	2.7%
38	CC(C)C(=O)Nc1ccc(C(=O)NNC(=O)CCc2ccccc2)cc1	5%	-1%	2%	-76*	-4%	-0.3%
39	CCCCCCCNC(=O)C1(CC2CC(c3cccc(Br)c3)=NO2)CCN(C(=O)C2(C)CC2)CC1 (stereo unspecified)	-7%	.	.	-16	.	-0.8%
40	Cc1cc(=O)oc2cc(OC(C)C(=O)O)c(Cl)cc12 (stereo unspecified)	1%	-1%	0%	-2	4%	-0.3%
41	COc1ccc(Cl)cc1NC(=O)c1ccc2c(SCC(=O)O)c3c(nc2c1)CCCC3	-4%	.	-7%	-2	-9%	0.3%
42	O=C(COc1ccc(S(=O)(=O)NC2CCCCC2)cc1Cl)Nc1ccc2c(c1)OCO2	-4%	-2%	0%	3	9%	-0.1%
43	CCOC(=O)c1[nH]c2ccc(F)cc2c1NC(=O)C1=COCCO1	2%	0%	0%	3	0%	0.2%

#	KCNH2 WT inh	Giardia kill	Menin MLL FP TR	TRPV1 agonist	Coupling enz
31	1	23	-4%	-2	-7
32	-5	7	.	-5	.
33	-1	2	?	18	-9
34	-11	-1	?	7	-72*
35	3	1	10%	3	-4
36	-6	8	-15%	0	0
37	2	-18	-19%	?	1
38	-17	14	?	-1	-1
39	4	-16	.	0	.
40	-5	4	-8%	-9	4
41	-22	-6	.	-2	.
42	-24	5	5%	1	0
43	-7	1	24%	17	-2

2 entries from above, screen by screen:
33: CCCOC(=O)c1ccc(Oc2c(-c3ccc(OCC)cc3O)n[nH]c2C)cc1
36: COc1ccc(/C=N/OCC(=O)NCC(C)C)c(OC)c1
compound no.,33,36
USP2a inh,-15%,2%
PKM2 activator,2%,-8%
GALK inh,-4%,-1%
KCNH2 3.1 block,0,2
MLL CXXC-DNA inh,-6%,4%
B2AR arrestin,-0.2%,-0.2%
KCNH2 WT inh,-1,-6
Giardia kill,2,8
Menin MLL FP TR,?,-15%
TRPV1 agonist,18,0
Coupling enz,-9,0
